Assay outcomes as filed in PubChem BioAssay.
PhoP GFP inhibition – Inhibition of PhoP regulon, Salmonella typhi GFP reporter cells, confirmation, 4 h (AID 1850); one-dose inhibition, % at 50 µM; IC50 in µM for titrated hits; Salmonella Typhi PhoP-promoter GFP reporter, fluorescence, 4 h; higher % means a stronger effect; 0.33% of 310,000 active; in the data active = a potency from the dose series; inconclusive = inhibition mostly from about 25% at the one dose, without a potency; inactive = the rest, 99 in 100 with inhibition below about 19%;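 note: 0% = induced wells with vehicle and 100% = uninduced wells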
VEEV TC-83 Vero – inhibitors of VEEV TC-83 cytopathic effect, confirmation, Vero cells (AID 588727). Vero cells, VEEV TC-83 cytopathic effect inhibition; higher % means a stronger effect. 0.13% of 350,000 active. inhibition, % at 20 µM, or IC50 in µM where a hit was titrated; in the data active = a potency from the dose series; inconclusive = inhibition mostly from about 14% at the one dose, without a potency; inactive = the rest, 99 in 100 with inhibition below about 12%; note: strong numbers were not always called active
H37Rv inhibition – M. tuberculosis growth inhibition, HTS (AID 449762). 0.59% of 330,000 active. inhibition, % at 25 µM, or IC50 in µM where a hit was titrated. M. tuberculosis H37Rv growth inhibition, 7H9 media; higher % means a stronger effect; in the data active = a potency from the dose series; inconclusive = inhibition above about 70% without an active follow-up result;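 note: bacterial growth assessed after seven days of incubation; strong numbers were not always called active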
influenza NS1A – H1N1 influenza NS1A inhibitors, functional cell based assay (AID 504329); NS1A functional cell-based assay, percent inhibition; higher % means a stronger effect; one-dose inhibition, % at 12.5 µM; IC50 in µM for titrated hits; 0.3% of 340,000 active; in the data active = a potency from the dose series; inconclusive = inhibition above about 27% without an active follow-up result; note: strong numbers were not always called active
M. tuberculosis – growth inhibition of non-replicating M. tuberculosis (AID 488890). Mycobacterium tuberculosis non-replicating, growth inhibition; higher % means a stronger effect. one-dose inhibition, % at 25 µM; IC50 in µM for titrated hits. 0.39% of 320,000 active; in the data active = a potency from the dose series; inconclusive = inhibition mostly from about 82% at the one dose, without a potency; inactive = the rest, 99 in 100 with inhibition below about 76%;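 note: plate controls were DMSO cells for no effect and high antibiotic wells for full effect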
An asterisk follows results filed as active; i = inactive; u = inconclusive; x = not tested or not shown. Compounds were not picked by outcome. About 1.6% of those tested had a hit in this group.

SMILES	PhoP GFP inhibition	VEEV TC-83 Vero	H37Rv inhibition	influenza NS1A	M. tuberculosis
O=C1CCC(=O)N1CCCCCc1nc(-c2ccccc2)no1	11%	5.1%	-1%	4%	-3%
COc1ccc(N(C)C(=O)c2cc3c(s2)-c2ccccc2S(=O)(=O)C3)cc1	7%	6.8%	-12%	4%	20%
CCN(CC1COc2ccccc2O1)C(=S)NCCCN(C)C (stereo not drawn)	2%	i	1%	-6%	-11%
OC1(c2ccccc2)CC(c2ccccc2)c2ccccc2O1 (stereo not drawn)	x	3.5%	x	-13%	x
C#CCOCCOCCOCCNc1nc(N2CCN(C(=O)[C@H](C)n3cc(CCC(=O)O)nn3)CC2)nc(N2CCN(C(=O)[C@H](C)n3cc(CCC(=O)O)nn3)CC2)n1	x	0.3%	x	-10%	x
Cc1ccc(C(=O)C(C)OC(=O)Cc2c[nH]c3ccccc23)cc1 (stereo not drawn)	16%	1.5%	-7%	3%	29%
O=C(CSc1nnc(SCc2ccccc2)s1)N/N=C/C=C/c1ccco1	-5%	0.6%	5%	-5%	79%
COc1cccc(OC)c1OCCNC(C)(C)C	3%	1.8%	-7%	-3%	-2%
CC(C)(C)OC(=O)N1CCC[C@H]1c1nnc(SC/C=C/c2ccccc2)o1	-3%	1.0%	0%	-6%	40%
COc1ccc(NC(=O)CN(C)CC(=O)Nc2ccc(N3CCOCC3)cc2)c([N+](=O)[O-])c1	1%	i	3%	10%	11%
N/C(=N\OC(=O)c1cccc([N+](=O)[O-])c1)c1ccccn1	5%	i	-8%	4%	-5%
O=C(Cc1cccs1)NC1CCCC1	-2%	0.3%	-3%	-11%	-1%
CCOc1c2ccccc2nn1CCOC	12%	i	3%	12%	1%
COC(=O)c1cc(=O)cc(C(=O)OC)o1	-8%	0.3%	-2%	-4%	14%
CC(C)(C)OC(=O)C[C@H]1C/C=C\C[C@H](CC(=O)N[C@H](CO)Cc2ccccc2)C(=O)N[C@H](Cc2ccccc2)COC1=O	x	6.7%	3%	-5%	60%
CCC(=O)Nc1ccc(C(=O)Nc2cccnc2)cc1	-4%	3.0%	-6%	-11%	2%
O=C(COc1ccc2ccc(=O)oc2c1)Nc1ccc(CN2CCOCC2)cc1	9%	0.7%	9%	-2%	5%
O=C(Nc1ccc2nc(SCc3ccc(Cl)cc3)sc2c1)c1ccccc1C(=O)N1CCOCC1	-3%	5.7%	-10%	21%	-19%
COc1ccc2c(-c3cnc(N4CCOCC4)nc3)c(-c3ccc(S(C)(=O)=O)cc3)sc2c1	x	6.0%	0%	5%	29%
COc1cccc(C2CC(C(F)(F)F)n3nc(C(=O)NCc4cccnc4)cc3N2)c1 (stereo not drawn)	2%	2.5%	-4%	-2%	13%
O=C(OCC#CCSc1nnc(-c2cccc3ccccc23)o1)c1ccco1	8%	i	u	-1%	u
CCc1nnc(NC(=O)Cc2cc(OC)c(OC)c(OC)c2)s1	-6%	1.7%	-14%	-5%	-5%
COc1ccccc1NC(=O)Cc1noc(CSc2cccc[n+]2[O-])n1	5%	0.7%	-2%	0%	9%
O=C(CCc1c[nH]c2ccccc12)NCc1cccc(Cl)c1	1%	0.2%	8%	16%	16%
Cc1nonc1CN(C)C(=O)CC1C(=O)NCCN1Cc1c(F)cccc1Cl (stereo not drawn)	-10%	0.5%	0%	-20%	-9%

Continuation:
SMILES	PhoP GFP inhibition	VEEV TC-83 Vero	H37Rv inhibition	influenza NS1A	M. tuberculosis
CCN(CC)S(=O)(=O)c1cccc(NC(=O)COC(=O)/C=C/c2ccco2)c1	-14%	i	-1%	-1%	9%
CCN(CC(=O)Nc1ccccc1C(F)(F)F)C(=O)c1oc2ccc(OC)cc2c1C	-6%	9.2%	1%	-1%	47%
Cn1c2ccc(F)cc2c2nnc(SCC(=O)Nc3cccc(O)c3)nc21	5%	i	-6%	-11%	-8%
Cc1cc(C(=O)N(C)CC(=O)Nc2cccc(F)c2)no1	4%	4.7%	-6%	0%	-1%
COCCCn1c(SCC(=O)Nc2ccc(NC(=O)c3ccco3)c(OC)c2)nc2ccccc2c1=O	-11%	0.6%	7%	-4%	-6%
Cc1cc(C(=O)Cn2cc(C(F)(F)F)ccc2=O)c(C)n1-c1ccccc1	4%	1.4%	2%	1%	5%
COc1cc2c(cc1OC)C(c1cc3ccccc3oc1=O)=NC(C)(C)C2	7%	9.3%	2%	13%	-13%
CCOc1cccc(CN2CCC(N3CCC(C(=O)NCC4CCCO4)CC3)CC2)c1 (stereo not drawn)	-1%	0.9%	2%	11%	13%
CN(C)C(=S)Nc1cccc(C(F)(F)F)c1	7%	2.6%	-5%	5%	-4%
CN(C)C(CNC(=O)Nc1cccc(Cl)c1)c1cccnc1 (stereo not drawn)	-1%	6.6%	-5%	6%	-1%
COc1ccc(-c2noc(C3CCCN(C(=O)c4cccc(C)c4)C3)n2)cc1 (stereo not drawn)	0%	i	0%	3%	51%
O=C(Nc1ncc(Cc2ccccc2Cl)s1)c1ccc(-c2cccc([N+](=O)[O-])c2)o1	-5%	6.0%	53%	-5%	9%
CCOC(=O)C1(C(F)(F)F)N=C(C(F)(F)F)Nc2cc(C)c(C)cc21 (stereo not drawn)	1%	0.3%	0%	0%	11%
C=CCNC(=O)/C(=C/c1cccc([N+](=O)[O-])c1)NC(=O)c1ccccc1	-11%	4.4%	-2%	-4%	7%
Cc1c(C(=O)O)sc2nc(C)n(C)c(=O)c12	-14%	0.8%	0%	-4%	8%
COC(=O)c1ccc(C2c3c(n[nH]c3C)C(=O)N2c2ccc(C)cc2)cc1 (stereo not drawn)	-15%	6.2%	7%	15%	29%
Fc1ccc2c(c1)C(c1cccnc1)=NNC(c1cccs1)=N2	-2%	i	5%	-6%	59%
COc1cc(NC(=O)COC(=O)Cc2ccc(-c3ccccc3)cc2)cc(OC)c1	3%	0.2%	8%	5%	46%
Cc1ccc(-c2ccc(=O)n(Cc3ccc(F)cc3)n2)cc1	5%	i	4%	-7%	13%
CN(CC(=O)Nc1ccc(OC(F)(F)F)cc1)C(=O)Cc1ccc2c(c1)CCC2	x	0.7%	-11%	-7%	23%
O=C(Nc1ccccc1N1CCOCC1)C1=NN(c2ccccc2)C(=O)CC1	x	6.2%	x	-5%	x
CC(=O)n1cc([C@@H]2C=C(C(=O)N3CCOCC3)O[C@H](OCc3ccc(CO)cc3)C2)c2ccccc21	6%	9.1%	6%	-4%	16%
CCn1c(SCC(=O)N2CCCC(C)C2)nnc1-c1ccc(S(=O)(=O)N2CCN(C)CC2)cc1 (stereo not drawn)	-7%	2.2%	2%	-4%	4%
CCCOc1ccc(N2CC(C(=O)Nc3ccccc3F)CC2=O)cc1 (stereo not drawn)	-5%	1.8%	u	-6%	i
Cc1ccccc1OCCC(=O)OCC(=O)NCCc1ccccc1	1%	1.1%	9%	-2%	44%

No new results follow: an excerpt of the list.
SMILES	PhoP GFP inhibition	VEEV TC-83 Vero	H37Rv inhibition	influenza NS1A	M. tuberculosis
O=C(Nc1ncc(Cc2ccccc2Cl)s1)c1ccc(-c2cccc([N+](=O)[O-])c2)o1	-5%	6.0%	53%	-5%	9%
CCOC(=O)C1(C(F)(F)F)N=C(C(F)(F)F)Nc2cc(C)c(C)cc21 (stereo not drawn)	1%	0.3%	0%	0%	11%
C=CCNC(=O)/C(=C/c1cccc([N+](=O)[O-])c1)NC(=O)c1ccccc1	-11%	4.4%	-2%	-4%	7%
Cc1c(C(=O)O)sc2nc(C)n(C)c(=O)c12	-14%	0.8%	0%	-4%	8%
COC(=O)c1ccc(C2c3c(n[nH]c3C)C(=O)N2c2ccc(C)cc2)cc1 (stereo not drawn)	-15%	6.2%	7%	15%	29%
Fc1ccc2c(c1)C(c1cccnc1)=NNC(c1cccs1)=N2	-2%	i	5%	-6%	59%
COc1cc(NC(=O)COC(=O)Cc2ccc(-c3ccccc3)cc2)cc(OC)c1	3%	0.2%	8%	5%	46%
Cc1ccc(-c2ccc(=O)n(Cc3ccc(F)cc3)n2)cc1	5%	i	4%	-7%	13%
CN(CC(=O)Nc1ccc(OC(F)(F)F)cc1)C(=O)Cc1ccc2c(c1)CCC2	x	0.7%	-11%	-7%	23%
O=C(Nc1ccccc1N1CCOCC1)C1=NN(c2ccccc2)C(=O)CC1	x	6.2%	x	-5%	x
CC(=O)n1cc([C@@H]2C=C(C(=O)N3CCOCC3)O[C@H](OCc3ccc(CO)cc3)C2)c2ccccc21	6%	9.1%	6%	-4%	16%
CCn1c(SCC(=O)N2CCCC(C)C2)nnc1-c1ccc(S(=O)(=O)N2CCN(C)CC2)cc1 (stereo not drawn)	-7%	2.2%	2%	-4%	4%
CCCOc1ccc(N2CC(C(=O)Nc3ccccc3F)CC2=O)cc1 (stereo not drawn)	-5%	1.8%	u	-6%	i
Cc1ccccc1OCCC(=O)OCC(=O)NCCc1ccccc1	1%	1.1%	9%	-2%	44%

The results go on:
SMILES	PhoP GFP inhibition	VEEV TC-83 Vero	H37Rv inhibition	influenza NS1A	M. tuberculosis
Cc1cccc(N2CCN(C(=O)C3CC(=O)N(c4ccc5c(c4)OCCO5)C3)CC2C)c1 (stereo not drawn)	x	9.0%	4%	0%	20%
O=C(CN1C(=O)C2CCCCC2C1=O)Nc1nc(-c2ccccn2)cs1 (stereo not drawn)	2%	13%	u	16µM*	76%
C=CCn1cc(C(=O)N2CCN(c3ccccc3)CC2)c(=O)c2cc(S(=O)(=O)N3CCCC3)ccc21	0%	2.5%	-5%	-2%	13%
CN1Cc2c(N3CCOCC3)nc3sc(C#N)c(N)c3c2CC1(C)C	5%	0.2%	5%	5%	-13%
Cc1ccc(C)c(S(=O)(=O)N2CCCOC2CNC(=O)C(=O)NCc2ccco2)c1 (stereo not drawn)	-10%	1.9%	2%	1%	18%
Cc1nn(CC(=O)Nc2ccc(C(=O)N(C)C)cc2)c(=O)c2ccccc12	-7%	i	-5%	-1%	-16%
COc1ccc2c(=O)c(-c3ccccc3)c(C)oc2c1	-1%	0.7%	12%	-7%	10%
COc1ccc(-n2nnnc2SCC(=O)c2ccc(O)c(O)c2)cc1	-12%	i	-1%	-1%	3%
CCC(C)c1ccc(NC(=O)c2ccco2)cc1 (stereo not drawn)	-1%	1.3%	43%	-1%	67%
COCCNC(=O)C(OC(=O)c1ccco1)c1ccccc1Cl (stereo not drawn)	10%	i	2%	-2%	-7%
CSC1=NC(=O)/C(=C/c2ccc(SC)cc2)S1	-26%	8.3%	10%	-3%	u
O=C(NCC1CCCO1)c1ccc2nc(N3CCCCC3)sc2c1 (stereo not drawn)	3%	0.5%	5%	3%	x
Cc1c(N)cc(C(=O)N2CCOCC2)cc1[N+](=O)[O-]	-8%	0.2%	-13%	-3%	4%
COc1ccc(S(=O)(=O)N(C)C[C@H]2Oc3c(NC(=O)NC(C)C)cccc3C(=O)N([C@H](C)CO)C[C@@H]2C)cc1	x	1.1%	-6%	19%	4%
COc1ccc(-c2nn(CCC(=O)O)cc2/C=N/NC(N)=S)cc1	2%	i	-6%	-5%	-7%
COc1ccc(C(=O)N2CCN(c3c(C)cccc3C)CC2)cc1OC	-3%	7.8%	-4%	16%	47%
N#Cc1ccccc1OCc1cn(CC(=O)c2ccc(O)cc2)nn1	x	i	x	-1%	x
COc1cc(C#N)ccc1OC(=O)C1CCN(C(=O)c2ccc(F)cc2)CC1	0%	1.4%	-9%	-2%	-12%
O=C(O)CSCC(=O)NCc1ccc(Cl)cc1	-7%	i	-2%	-49%	-3%
O=C(CSc1nnc(CNC(=O)C23CC4CC(CC(C4)C2)C3)n1-c1ccc(F)cc1)Nc1ccc(F)cc1	-3%	i	3%	-3%	4%
CC(C)(C)[C@@H]1C=C(C(=O)O)[C@H](c2ccc(Cl)cc2)N1S(=O)(=O)c1ccccc1	x	1.2%	-7%	5%	43%
CCOC(=O)N1CCN(C(=O)c2cn(C)c(=O)c3c2c2ccccc2n3C)CC1	-5%	3.4%	-3%	-4%	8%
Cc1ccc2sc(-c3ccc(NC(=O)/C=C\C(=O)O)cc3)nc2c1	x	3.2%	x	-10%	x
Cc1ccc(-c2nnc(Nc3ccc(C(=O)N(C)C)cc3)c3ccccc23)cc1S(=O)(=O)NC(C)(C)CO	7%	0.4%	-3%	-17%	8%
O=C(COc1ccc(Cl)cc1Cl)NN=C1c2ccccc2-c2ccccc21	1%	i	10%	-3%	11%
